Compound activity from PubChem BioAssay.
MCF10A rerep – inducers of DNA re-replication in MCF 10A breast cells; MCF 10A DNA re-replication, Hoechst nuclear intensity, 48 h; hit rate 2.9% among 350,000; AID 624296; Potency, µM (titrated, usually from 46.1 µM), without a hit: top-dose activity, positive = re-replication, actives largely listed as activators; also: potency is read from the fitted curve at half-maximal effect; % of control where 0% means no effect; nearly all actives have a fitted effect of over 50% in size
HepG2 tox – counter-screen for TGF-b inhibitors: cytotoxicity in HepG2 cells | AID 588856 | hit rate 0.76% among 410,000 | Potency, µM (series often up to 46.1 µM), for the others: at the top dose activity change, negative = cytotoxicity, actives largely listed as cytotoxic | HepG2 CAGA-GFP viability, ATP luminescence, 18 h; also: potency is read from the fitted curve at half-maximal effect; some results filed as inactive show a strong effect at the top dose
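HepG2 CAGA-GFP cells (1000/well, DMEM with 1% FBS) received compound, then TGF-beta at 500 pg/mL final, and were incubated 18 hours at 37 degrees C. Viability was read by CellTiter-Glo luminescence. Media-only wells were set as complete cell-killing and DMSO as no toxicity.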
SW480 rerep – inducers of DNA re-replication in SW480 colon cancer cells; Potency, µM (doses to about 46.1 µM), inactives show at the highest dose re-replication activation, hits mostly activators; SW480 DNA re-replication, Hoechst DNA content imaging, 48 h; AID 624297; hit rate 1.8% among 340,000; also: potency is read from the fitted curve at half-maximal effect; % of control where 0% means no effect; nearly all actives have a fitted effect of over 55% in size
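250 cells/well; 23 nL cpd via pin tool; 48 hr, 37 C, 5% CO2; Hoechst 40 min; imager read of total nuclear intensity, ex 405/em 500-530 nm.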
KB-3-1 tox – KB-3-1 parental cell cytotoxicity; KB-3-1 viability, CellTiter-Glo ATP luminescence, 72 h; Potency, µM (titrated, usually from 46.1 µM), inactives show top-dose activity change, negative = cytotoxic, most hits filed as cytotoxic; hit rate 1.4% among 400,000; AID 1347075; also: potency is read from the fitted curve at half-maximal effect; % is scaled to controls: 0 for no effect and ±100 for the full control effect; nearly all actives have a fitted effect of over 60% in size
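Viability of parental KB-3-1 cells, measured by CellTiter-Glo luminescence, followed a 72 h incubation at 37 °C with pinned compounds in phenol-red-free DMEM containing 10% FBS.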
ATXN2 expr inh – reduces ATXN2 reporter expression in HEK-293 cells; HEK-293 ATXN2-luciferase reporter, luminescence, 24 h; Potency, µM (doses to about 57 µM), without a hit: top-dose activity change, negative = inhibition, actives largely listed as inhibitors; hit rate 0.72% among 360,000; also: potency is read from the fitted curve at half-maximal effect; % is scaled to controls: 0 for no effect and ±100 for the full control effect; nearly all actives have a fitted effect of over 55% in size
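ATXN2-luciferase reporter cells (luciferase flanked by upstream and downstream ATXN2 gene portions) were treated 24 h at 37 °C with compounds at up to 57 uM. SteadyGlo luminescence gave expression; GF-AFC fluorescence gave viability.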
HT1080-NT tox – kills 2HG-producing HT-1080-NT fibrosarcoma cells; HT-1080-NT fibrosarcoma viability, CellTiter-Glo ATP luminescence, 48 h; hit rate 1.6% among 360,000; Potency, µM (doses to about 46.1 µM), inactives show top-dose activity, negative = less viability, usual class: cytotoxic;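 also: NT is the 2HG producing partner of a matched IDH1 knockdown line; potency is read from the fitted curve at half-maximal effect; 0% = DMSO-treated cells and -100% = media-only wells without cells; nearly all actives have a fitted effect of over 55% in size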
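Luminescent CellTiter-Glo readout after 48 hours of compound exposure at 37 degrees C defined viability of HT-1080-NT cells. Activity was normalized to DMSO wells and cell-free media wells; concentration-response curves were fitted and assigned curve classes.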
HT1080 IDH1KD tx – toxicity to HT-1080 IDH1 knockdown cells (counter line); HT-1080 IDH1 knockdown viability, ATP luminescence, 48 h; Potency, µM (top dose mostly 46.1 µM), without a hit: at the highest dose activity, negative = toxicity, usual class: cytotoxic; hit rate 2% among 360,000; AID 686971;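 also: potency is read from the fitted curve at half-maximal effect; 0% = DMSO wells and -100% = cell-free medium wells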
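CellTiter-Glo luminescence after 48 h compound exposure at 37 degrees C of IDH1-knockdown HT-1080 cells in 5% FBS RPMI. %Activity scaled between DMSO wells and cell-free media wells, with curves fitted and assigned curve classes.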
IL-1B inflam inh – blocks inflammasome-driven IL-1 beta release | THP-1 LPS/ATP IL-1B secretion, AlphaLISA, 16 h; active compounds read low | activity change, % at 57.5 µM | hit rate 4.7% among 360,000 | AID 743279; in the data active = activity change below about -50%; inconclusive = mostly about -30% to -49%; also: % is scaled to controls: 0 for no effect and ±100 for the full control effect
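Secreted IL-1B measured by AlphaLISA bead assay after 16 h compound exposure of THP-1 cells; compounds (final up to 57.5 uM) added 1 h before LPS (250 ng/mL) and ATP (1.25 mM) stimulation; lower signal means less secretion.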
S2 tox – cell viability loss in ATXN counter-screen; hit rate 0.49% among 400,000; S2 cells (HEK-293 line with an ATXN2-luciferase reporter) viability, CellTiter-Fluor protease fluorescence, 24 h; Potency, µM (series often up to 56.7 µM), most hits filed as cytotoxic; also: potency is read from the fitted curve at half-maximal effect; nearly all actives have a fitted effect of over 40% in size
An asterisk follows results filed as active; i = inactive; ? = inconclusive; . = no result given. Unless noted, calls follow the shape of the dose curve; as a rule, active = well fitted curve in the direction sought with a large enough effect; inconclusive = small, poorly fitted or top-dose-only effect, or another doubt; inactive = no such curve, though single readings can be large; an effect the other way counts as inactive or inconclusive.

A first look:
Assay codes: A = MCF10A rerep; B = HepG2 tox; C = SW480 rerep; D = KB-3-1 tox; E = ATXN2 expr inh; F = HT1080-NT tox; G = HT1080 IDH1KD tx; H = IL-1B inflam inh; I = S2 tox
COc1cc2c(=O)c(C(=O)c3ccc(C)c(C)c3)cn(Cc3ccccc3)c2cc1OC
  A: .; B: -22%; C: .; D: -13%; E: -7%; F: .; G: .; H: .; I: ?
CC(C)(C)NC(=O)C(c1cc2ccccc2o1)n1c(-c2ccc(-c3ccccc3)cc2)nc2ccccc21 (stereo unspecified)
  A: .; B: .; C: .; D: -30%; E: .; F: ?; G: ?; H: 13; I: .
Cc1ccccc1S(=O)(=O)N1[C@@H](c2ccc(Br)cc2)C(C(=O)O)=CC[C@H]1c1ccc(Cl)cc1
  A: ?; B: -78%; C: -12%; D: 0%; E: -9%; F: -16%; G: -12%; H: 5; I: ?
Cc1cc(C(=O)OCC(=O)N(C)c2ccccc2)c2ccccc2n1
  A: 11%; B: -6%; C: -3%; D: -4%; E: -14%; F: -1%; G: 3%; H: 0; I: i
O=C(CCCN=C1NS(=O)(=O)c2ccccc21)Nc1ccc(Cl)cc1
  A: 0%; B: -4%; C: -9%; D: 3%; E: .; F: 7%; G: 0%; H: 25; I: .
CCN(Cc1ccccc1)S(=O)(=O)c1c(N)n(C)c(=O)n(C)c1=O
  A: -9%; B: 2%; C: -10%; D: 7%; E: -10%; F: 7%; G: -2%; H: 0; I: i
CN(C)CCCN(C(=O)c1ccc2c(c1)CCCC2)c1nc2c(F)cccc2s1
  A: 13%; B: -41%; C: ?; D: -5%; E: 2%; F: -17%; G: 0%; H: -62*; I: ?
COc1ccc(N2C(=O)N3[C@H](c4ccc(Cl)cc4)[C@@H]4C(=O)N(C5CCCCC5)C(=O)[C@@H]4[C@]3(Cc3ccc(Cl)cc3)C2=O)cc1
  A: 5%; B: 3%; C: 1%; D: 0%; E: 9%; F: -5%; G: -1%; H: -9; I: i
COc1ccc(Nc2nc(N)nc(CN3CCN(c4ccc(F)cc4)CC3)n2)cc1
  A: 6%; B: -34%; C: -5%; D: -23%; E: -25%; F: -17%; G: -2%; H: ?; I: i
Cc1cc(NC(=O)c2ccc(F)cc2F)n(-c2nc3ccccc3[nH]2)n1
  A: ?; B: 0%; C: 1%; D: 12%; E: ?; F: 3%; G: 9%; H: 2; I: i
N#Cc1nc(COc2ccc(Cl)cc2)oc1NCc1ccc2c(c1)OCO2
  A: ?; B: -3%; C: 12%; D: -10%; E: 2%; F: ?; G: ?; H: -14; I: i

The listing, from the first entry:
Assay codes: A = MCF10A rerep; B = HepG2 tox; C = SW480 rerep; D = KB-3-1 tox; E = ATXN2 expr inh; F = HT1080-NT tox; G = HT1080 IDH1KD tx; H = IL-1B inflam inh; I = S2 tox
COc1cc2c(=O)c(C(=O)c3ccc(C)c(C)c3)cn(Cc3ccccc3)c2cc1OC
  A: .; B: -22%; C: .; D: -13%; E: -7%; F: .; G: .; H: .; I: ?
CC(C)(C)NC(=O)C(c1cc2ccccc2o1)n1c(-c2ccc(-c3ccccc3)cc2)nc2ccccc21 (stereo unspecified)
  A: .; B: .; C: .; D: -30%; E: .; F: ?; G: ?; H: 13; I: .
Cc1ccccc1S(=O)(=O)N1[C@@H](c2ccc(Br)cc2)C(C(=O)O)=CC[C@H]1c1ccc(Cl)cc1
  A: ?; B: -78%; C: -12%; D: 0%; E: -9%; F: -16%; G: -12%; H: 5; I: ?
Cc1cc(C(=O)OCC(=O)N(C)c2ccccc2)c2ccccc2n1
  A: 11%; B: -6%; C: -3%; D: -4%; E: -14%; F: -1%; G: 3%; H: 0; I: i
O=C(CCCN=C1NS(=O)(=O)c2ccccc21)Nc1ccc(Cl)cc1
  A: 0%; B: -4%; C: -9%; D: 3%; E: .; F: 7%; G: 0%; H: 25; I: .
CCN(Cc1ccccc1)S(=O)(=O)c1c(N)n(C)c(=O)n(C)c1=O
  A: -9%; B: 2%; C: -10%; D: 7%; E: -10%; F: 7%; G: -2%; H: 0; I: i
CN(C)CCCN(C(=O)c1ccc2c(c1)CCCC2)c1nc2c(F)cccc2s1
  A: 13%; B: -41%; C: ?; D: -5%; E: 2%; F: -17%; G: 0%; H: -62*; I: ?
COc1ccc(N2C(=O)N3[C@H](c4ccc(Cl)cc4)[C@@H]4C(=O)N(C5CCCCC5)C(=O)[C@@H]4[C@]3(Cc3ccc(Cl)cc3)C2=O)cc1
  A: 5%; B: 3%; C: 1%; D: 0%; E: 9%; F: -5%; G: -1%; H: -9; I: i
COc1ccc(Nc2nc(N)nc(CN3CCN(c4ccc(F)cc4)CC3)n2)cc1
  A: 6%; B: -34%; C: -5%; D: -23%; E: -25%; F: -17%; G: -2%; H: ?; I: i
Cc1cc(NC(=O)c2ccc(F)cc2F)n(-c2nc3ccccc3[nH]2)n1
  A: ?; B: 0%; C: 1%; D: 12%; E: ?; F: 3%; G: 9%; H: 2; I: i
N#Cc1nc(COc2ccc(Cl)cc2)oc1NCc1ccc2c(c1)OCO2
  A: ?; B: -3%; C: 12%; D: -10%; E: 2%; F: ?; G: ?; H: -14; I: i
CN(CCC#N)Cc1cc(=O)oc2ccc3ccccc3c12
  A: 8%; B: -6%; C: 2%; D: 16%; E: -14%; F: -14%; G: -12%; H: 39; I: i
CN(C)/C=C1\C(=O)ON=C1c1ccccc1
  A: 0%; B: 1%; C: 2%; D: -1%; E: 5%; F: -12%; G: 15%; H: 0; I: i
COC(=O)c1ccccc1NC(=O)CCCn1c(C)c2cnn(-c3ccccc3)c(=O)c2c1C
  A: .; B: -17%; C: .; D: -3%; E: -6%; F: .; G: .; H: .; I: i
COc1cccc(C(=O)NCCCNC(=O)c2ccccn2)c1
  A: 2%; B: -11%; C: 6%; D: 14%; E: 8%; F: 11%; G: -1%; H: 25; I: i
COC(=O)c1ccccc1NC1OC(=O)c2ccccc21 (stereo unspecified)
  A: 6%; B: 2%; C: 3%; D: -10%; E: 1%; F: 9%; G: 1%; H: 22; I: i
COC(=O)[C@@H]1CC[C@@](C)(c2ccc(OC)cc2)C1(C)C
  A: 6%; B: 2%; C: -2%; D: 5%; E: 8%; F: 2%; G: 1%; H: 21; I: i
Cc1cc(OCC(=O)Nc2ccncc2)c(C)cc1Br
  A: -2%; B: -29%; C: -1%; D: -1%; E: -24%; F: 1%; G: ?; H: -13; I: i
CC(C)n1c(=S)[nH]c2scc(-c3cccs3)c2c1=O
  A: 6.5µM*; B: -53%; C: -2%; D: 4%; E: ?; F: -24%; G: -13%; H: 98; I: i
Cc1onc(-c2ccc(Cl)cc2)c1-c1ccnn1S(=O)(=O)c1ccc(Cl)cc1
  A: ?; B: -12%; C: -26%; D: -18%; E: -24%; F: -2%; G: -16%; H: -28; I: i
Cc1cc(Cl)ccc1Oc1ncc(-c2ccc(Cl)cc2)cn1
  A: 26%; B: -63%; C: 3%; D: -1%; E: 9%; F: -5%; G: -8%; H: -10; I: i
COc1cccc(-n2nnnc2SCC(=O)Nc2ccc(NC(C)=O)cc2)c1
  A: 7%; B: 2%; C: 12%; D: 12%; E: -25%; F: -17%; G: -5%; H: 6; I: i
Cc1cc(C)n(-c2nnc(Nc3ccc(C)c(Cl)c3)c3ccccc23)n1
  A: .; B: -21%; C: .; D: 1%; E: -5%; F: .; G: .; H: .; I: i
Cc1ccc(CN2C(=O)c3ccccc3C2c2nnnn2C(C)C)cc1 (stereo unspecified)
  A: .; B: .; C: .; D: 8%; E: 9%; F: 9%; G: 13%; H: 16; I: ?
